Screening data (PubChem)
ALOX12 inhib: 12-hLO (ALOX12) enzyme inhibition; P18054; purified 12-hLO, xylenol orange hydroperoxide absorbance; Potency, µM (series often up to 57.1 µM), for inactives: at the highest dose activity change, negative = inhibition, usual class: inhibitors; 150,000 compounds, 0.12% hits; AID 1452; further: potency means the concentration at half of the fitted maximal effect; nearly all actives have a fitted effect of over 55% in size; many of its hits are not listed in these tables
Target sequence (P18054 whole entry, looked up): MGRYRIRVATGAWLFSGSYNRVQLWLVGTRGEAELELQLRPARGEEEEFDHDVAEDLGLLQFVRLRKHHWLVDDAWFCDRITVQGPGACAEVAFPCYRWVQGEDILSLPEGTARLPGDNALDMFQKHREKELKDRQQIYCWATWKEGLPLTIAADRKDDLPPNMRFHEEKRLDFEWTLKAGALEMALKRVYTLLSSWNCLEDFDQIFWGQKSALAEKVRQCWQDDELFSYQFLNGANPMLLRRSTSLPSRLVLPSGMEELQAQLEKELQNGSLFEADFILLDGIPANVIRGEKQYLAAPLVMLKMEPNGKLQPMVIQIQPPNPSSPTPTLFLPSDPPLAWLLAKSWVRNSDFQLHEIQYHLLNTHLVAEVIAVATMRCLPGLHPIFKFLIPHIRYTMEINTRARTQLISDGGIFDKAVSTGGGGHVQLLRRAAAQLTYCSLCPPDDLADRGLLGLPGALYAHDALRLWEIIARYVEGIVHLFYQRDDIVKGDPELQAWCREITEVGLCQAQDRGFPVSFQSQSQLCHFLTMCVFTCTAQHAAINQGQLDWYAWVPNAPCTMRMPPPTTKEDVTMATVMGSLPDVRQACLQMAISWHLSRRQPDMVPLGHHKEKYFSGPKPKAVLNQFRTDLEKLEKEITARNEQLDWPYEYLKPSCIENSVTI
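Lipoxygenase turnover measured by absorbance at 573 and 405 nm after Fe-XO development. Human 12hLO 150 nM, arachidonate 40 uM, pH 7.0 Hepes buffer with detergent; 15 min compound preincubation, 30 min reaction.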
PNC inhibitor: perinucleolar compartment assembly inhibition; PC3M PTB-GFP, PNC prevalence imaging, 16 h; hits give low values; activity change (PNC), negative = inhibition, % at 10 µM; 140,000 compounds, 3.1% hits; AID 2417;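 active means readout at or below -70, meaning at least 70% loss of cells showing the perinucleolar compartment, a nuclear body marking cancer cells; inconclusive means readout between -30 and a set limit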;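 further: plate controls were DMSO wells for no effect and camptothecin positive control wells for full effect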
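Read-out is percentage of cells bearing a perinucleolar compartment, from automated 20x imaging of fixed, Hoechst-stained PC3M PTB-GFP cells. Cells were seeded 4 h, then exposed 16 h to compound (23 nl of library stock) in duplicate plates.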
ALOX15B inhib: blocks human 15-lipoxygenase 2 activity; purified 15hLO-2, xylenol orange hydroperoxide absorbance; Potency, µM (series often up to 57.1 µM), inactives show top-dose activity change, negative = inhibition, actives largely listed as inhibitors; AID 881; 110,000 compounds, 0.56% hits; further: potency means the concentration at half of the fitted maximal effect; nearly all actives have a fitted effect of over 60% in size; many of its hits are not listed in these tables
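Enzyme 50 nM, AA 45 uM, 25 mM Hepes pH 7.5 + 0.01% Triton X-100; cpd preinc 15 min RT, rxn 90 min RT; stop/detect with 200 uM XO + 300 uM Fe(II) in 50 mM H2SO4, 30 min; A573/A405.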
IMPase inh: membrane-permeable compound that blocks inositol monophosphatase; P97697; CHO-M1 cells, IP1 accumulation, HTRF TR-FRET ratio; inhibition (IP1 accumulation), % at 46.1 µM; 120,000 tested, under 10 active; active means well fitted curve in the direction sought with a large enough effect in the signal ratio, not every such curve was filed as active; inconclusive means small, poorly fitted or top-dose-only effect, or a change in a side signal; inactive means no such curve, though single readings can be large or run the other way; the % refers to the signal ratio;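 further: cells stimulated with carbachol in lithium chloride buffer; plate controls were DMSO basal wells for no effect and reference inhibitor wells for full effect; higher means more IMPase inhibition seen as more IP1 and lower FRET ratio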
Target sequence (P97697 whole entry, looked up): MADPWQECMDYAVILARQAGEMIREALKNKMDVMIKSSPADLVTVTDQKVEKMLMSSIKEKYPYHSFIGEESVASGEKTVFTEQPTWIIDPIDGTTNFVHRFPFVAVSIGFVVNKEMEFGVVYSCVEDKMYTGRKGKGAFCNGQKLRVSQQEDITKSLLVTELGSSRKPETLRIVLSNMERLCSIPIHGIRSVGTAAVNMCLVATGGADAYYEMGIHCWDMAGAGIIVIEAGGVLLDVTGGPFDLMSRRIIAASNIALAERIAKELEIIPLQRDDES
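CHO-M1 cells (CHO stably expressing M1 receptor), compound up to 46 uM final, stimulated with carbachol (50 uM as added) in buffer with 50mM LiCl, pH 7.4, 30 min at 37C. Cytosolic IP1 read by TR-FRET; AC50 from Hill fits.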
* hit, by the source's call; ? = inconclusive; / = not tested or not shown; & = joins results of further samples; [ ] = another dose, or the depositor's remark. Unless noted, the call rests on the fitted dose curve; in most records, active means well fitted curve in the direction sought with a large enough effect; inconclusive means small, poorly fitted or top-dose-only effect, or another doubt; inactive means no such curve, though single readings can be large; an effect the other way counts as inactive or inconclusive. Unless noted, on the % scale 0 is the no-effect control and ±100 the full control effect.

Key to letters: A = ALOX12 inhib; B = PNC inhibitor; C = ALOX15B inhib; D = IMPase inh
CCN(CCCCOC(=O)c1ccc(OC)c(OC)c1)[C@@H](C)Cc1ccc(OC)cc1
  A = 1.9%[25.6 µM] | B = / | C = 17.4%[25.6 µM] | D = 10.6[20.6 µM]
CCCc1cc(C(N)=S)ccn1
  A = -3.6%&-2.1% | B = -3.4 | C = -3.8%&2.4% | D = -8.1
COC(=O)Nc1nc2ccc(S(=O)c3ccccc3)cc2[nH]1 (stereo unspecified)
  A = -3.0% | B = / | C = -4.2% | D = /
CC(C)(C(=O)c1cccnc1)c1cccnc1
  A = 1.8%[25.6 µM] | B = / | C = 1.9%[25.6 µM] | D = -5.9[20.6 µM]
O=C1CCc2cc(OCCCCc3nnnn3C3CCCCC3)ccc2N1
  A = -6.1%&0.7% | B = ? | C = -2.7%&18.3% | D = 5.7&4.5
COc1ccc(Sc2ccc(NC(=O)c3ccccc3Cl)cc2C#N)cc1
  A = -3.9% | B = 84.5 | C = 1.5% | D = 10.5
COc1ccc(-c2oc3c(CC=C(C)C)c(O[C@H]4OC(CO)C(O)C(O)C4O)cc(O)c3c(=O)c2O[C@@H]2OC(C)C(O)C(O)C2O)cc1 (stereo partly specified)
  A = -3.5% | B = / | C = -17.1% | D = /
C[C@@H]1O[C@@H](O[C@@H]2[C@@H](O)[C@H](OCCc3ccc(O)c(O)c3)O[C@H](CO[C@@H]3O[C@H](CO)[C@@H](O)[C@H](O)[C@H]3O)[C@H]2OC(=O)/C=C/c2ccc(O)c(O)c2)[C@H](O)[C@H](O)[C@H]1O
  A = -4.7% | B = / | C = -11.4% | D = /
CCc1cc(-c2n[nH]c(C)c2-c2ccc3c(c2)OCCO3)c(O)cc1O
  A = -26.7%[0.00818 µM] | B = / | C = 28.9%[0.0915 µM] | D = /
Oc1ccc([C@@H]2CNCCc3c2cc(O)c(O)c3Cl)cc1
  A = -14.8%&-5.8% | B = / | C = -25.4%&-28.4% | D = 13.1&10.0
CCN(CC)CCOC(=O)C(c1ccccc1)c1ccccc1
  A = 1.6% | B = -13.8 | C = 34.5%[activator] | D = 17.5[20.6 µM]
C[C@H](CCC(=O)O)[C@H]1CC[C@@H]2[C@@H]3[C@@H](O)C[C@H]4C[C@@H](O)CC[C@@]4(C)[C@H]3CC[C@@]21C
  A = -2.5%[25.6 µM] | B = / | C = 7.9%[25.6 µM] | D = -1.0[20.6 µM]
Oc1cc2c(cc1O)C1c3ccc(O)c(O)c3OCC1(O)C2 (stereo unspecified)
  A = -3.0% | B = / | C = ? | D = /
C[C@]12CC[C@H]3C(=CCc4cc(O)ccc43)[C@@H]1CCC2=O
  A = -1.4% | B = 5.7 | C = / | D = /
Cc1ccsc1/C=C/C1=NCCCN1C
  A = 2.3%&1.8% | B = -20.0 | C = 28.1% | D = /
NC(=O)c1ccc([N+](=O)[O-])cc1Cl
  A = -0.2% | B = / | C = 2.0% | D = /
COc1cc(C(=O)NCCCCCC(=O)O)cc(OC)c1OC
  A = 2.7% | B = 21.3 | C = 5.7% | D = -3.3
CCC(Cc1c(I)cc(I)c(N)c1I)C(=O)O (stereo unspecified)
  A = -1.6% | B = / | C = -4.2% | D = /
NC(=O)NC(=O)Cc1ccccc1
  A = 1.4% | B = / | C = 0.6% | D = /
CCCN(CCC)C(=O)[C@@H](CCC(=O)O)NC(=O)c1ccccc1
  A = 1.9%[25.6 µM] | B = / | C = 6.4%[25.6 µM] | D = -4.4[20.6 µM]
C[C@H]1c2cccc(O)c2C(O)=C2C(=O)[C@]3(O)C(O)=C(C(N)=O)C(=O)[C@@H](N(C)C)[C@@H]3[C@@H](O)[C@@H]21
  A = -2.3%[0.00818 µM] | B = / | C = -5.2%[0.0915 µM] | D = /
O=C(c1ccccc1)c1ccc2n1CCC2C(=O)O (stereo unspecified)
  A = 0.9%&-3.2% | B = -24.4 | C = -2.3% | D = /
CC(C)[C@@H]1C(=O)N(S(C)(=O)=O)[C@H]2CCN(C(=O)/C=C\CN3CCCCC3)[C@@H]12
  A = 5.8% | B = / | C = 11.9% | D = 12.1
COc1cc(C)nc(-n2nc(C)cc2OC)n1
  A = -4.3% | B = ? | C = 16.4%[25.6 µM] | D = -1.8[20.6 µM]
CC1(C)Oc2ccc(C#N)cc2[C@H](N2CCCC2=O)[C@H]1O
  A = -1.6%&-3.1% | B = / | C = 18.9%&12.5% | D = -5.3&-1.2
C#C[C@]1(O)CC[C@H]2[C@@H]3CCC4=CC(=O)CC[C@@H]4[C@H]3CC[C@@]21CC
  A = 0.5%[0.00818 µM] | B = / | C = -11.5%[0.0915 µM] | D = /
CC[C@@]12CCCN3CCc4c(n(c5ccccc45)[C@](O)(C(=O)OC)C1)C32 (stereo partly specified)
  A = 1.0% | B = / | C = -4.5% | D = /
CC(C)(CO)[C@@H](O)C(=O)NCCCO
  A = -1.5%[0.00818 µM] | B = / | C = -15.6%[0.0915 µM] | D = -0.4
CC1(C)OC2CC(=O)OC[C@@]23C1CC(=O)[C@]1(C)C3CC[C@@]2(C)C(c3ccoc3)OC(=O)C3O[C@@]321 (stereo partly specified)
  A = 3.0% | B = / | C = 3.1% | D = /
CC1(C)Oc2ccc(C#N)cc2[C@@H](N2CCCC2=O)[C@@H]1O
  A = 0.1% | B = -12.4 | C = / | D = /

Random excerpt: four records from the list
Key to letters: A = ALOX12 inhib; B = PNC inhibitor; C = ALOX15B inhib; D = IMPase inh
CC(C)(CO)[C@@H](O)C(=O)NCCCO
  A = -1.5%[0.00818 µM] | B = / | C = -15.6%[0.0915 µM] | D = -0.4
CC1(C)OC2CC(=O)OC[C@@]23C1CC(=O)[C@]1(C)C3CC[C@@]2(C)C(c3ccoc3)OC(=O)C3O[C@@]321 (stereo partly specified)
  A = 3.0% | B = / | C = 3.1% | D = /
C[C@H]1c2cccc(O)c2C(O)=C2C(=O)[C@]3(O)C(O)=C(C(N)=O)C(=O)[C@@H](N(C)C)[C@@H]3[C@@H](O)[C@@H]21
  A = -2.3%[0.00818 µM] | B = / | C = -5.2%[0.0915 µM] | D = /
CC1(C)Oc2ccc(C#N)cc2[C@@H](N2CCCC2=O)[C@@H]1O
  A = 0.1% | B = -12.4 | C = / | D = /

The list goes on:
Key to letters: A = ALOX12 inhib; B = PNC inhibitor; C = ALOX15B inhib; D = IMPase inh
CCOC(=O)Nc1ccc2c(c1)N(C(=O)CCN1CCOCC1)c1ccccc1S2
  A = -1.4% | B = 9.6 | C = 11.5% | D = 17.0
CCn1cc(C(=O)O)c(=O)c2cc(F)c(N3CCN[C@@H](C)C3)c(F)c21
  A = -0.3%[25.6 µM] | B = / | C = 13.3%[25.6 µM] | D = -9.5[20.6 µM]
Cc1ccc(C(=O)C(C)CN2CCCCC2)cc1 (stereo unspecified)
  A = 1.7% | B = / | C = -2.5% | D = /
Cc1cc(O)c2c(c1)C(=O)c1cccc(O)c1C2=O
  A = -3.0%&-10.5% | B = 14.4 | C = -5.9% | D = -3.4
C[C@@H](Cc1cccc(C(F)(F)F)c1)NCCOC(=O)c1ccccc1
  A = 4.6%[25.6 µM] | B = / | C = 36.7%[activator][25.6 µM] | D = 2.3[20.6 µM]
Cc1oncc1C(=O)Nc1ccc(C(F)(F)F)cc1
  A = -8.7% | B = ? | C = -0.2% | D = -0.9
C[C@@H]1[C@H](C)CC[C@@]2(C(=O)O[C@H]3O[C@@H](CO[C@H]4O[C@@H](CO)[C@@H](O[C@H]5O[C@@H](C)[C@@H](O)[C@@H](O)[C@@H]5O)[C@@H](O)[C@@H]4O)[C@@H](O)[C@@H](O)[C@@H]3O)CC[C@]3(C)C(=CC[C@H]4[C@@]5(C)C[C@@H](O)[C@@H](O)[C@](C)(CO)[C@@H]5CC[C@@]43C)[C@@H]12
  A = 0.4%[25.6 µM] | B = / | C = -5.6%[25.6 µM] | D = -15.5[20.6 µM]
CN1CCC(=C2c3ccccc3CC(=O)c3sccc32)CC1
  A = 2.7% | B = -1.8 | C = 14.1% | D = 20.1
CN1CCN(c2c(F)cc3c(=O)c(C(=O)O)cn4c3c2SCC4)CC1
  A = 4.2% | B = 25.9 | C = / | D = ?
CN(C)CCO[C@](C)(c1ccccc1)c1ccccn1
  A = 1.9%[25.6 µM] | B = / | C = 14.5%[25.6 µM] | D = 11.3[20.6 µM]
O=C(O)CCCCCCCC(=O)O
  A = 3.2%&-0.8%&-3.2% | B = -3.6 | C = 2.2%&5.0% | D = 3.9
CCOc1ccc(NC(=S)N2CCC(C(O)(c3ccccc3)c3ccccc3)CC2)cc1
  A = ? | B = ? | C = / | D = /
O=C(NCCN1CCOCC1)c1ccc(Cl)cc1
  A = -5.8% | B = 14.0 | C = 8.9% | D = -4.6
CN1CCN(CCCN2c3ccccc3Sc3ccc(S(=O)(=O)N(C)C)cc32)CC1
  A = 3.0%[25.6 µM] | B = / | C = 43.1%[activator][25.6 µM] | D = 5.4[20.6 µM]
NC(=O)c1ccc(-c2nc(-c3ccc4c(c3)OCO4)c(-c3ccccn3)[nH]2)cc1
  A = -0.8% | B = / | C = 20.8% | D = -29.1
O=C1c2ccccc2C(=O)c2c(O)c(O)cc(O)c21
  A = ? | B = / | C = -8.3%&-16.9% | D = 27.1
Cc1nc2c([nH]1)c(=O)n(C)c(=O)n2Cc1ccco1
  A = -1.5% | B = / | C = 4.5% | D = 5.8
CCCCOC(=O)c1ccc(N)cc1
  A = 3.4% | B = 42.5 | C = -0.1% | D = -0.8[20.6 µM]
CN(C)CCC[C@@]1(c2ccc(F)cc2)OCc2cc(C#N)ccc21
  A = 5.2%&-1.1%&4.0% | B = / | C = 1.1%&32.1%&34.6% | D = -0.3&9.3
Cc1cn([C@H]2C[C@H](O)[C@@H](CO)O2)c(=O)[nH]c1=O
  A = -2.3%[0.00818 µM] | B = / | C = 17.1%[0.0915 µM] | D = -0.4
COc1c(O)cc2c(c1O)[C@@H]1O[C@@H](CO)[C@@H](O)[C@@H](O)[C@@H]1OC2=O
  A = 1.7%[25.6 µM] | B = / | C = -7.3%[25.6 µM] | D = 0.7[20.6 µM]
OCC(O)CN1CCN(c2ccccc2)CC1 (stereo unspecified)
  A = -4.2% | B = 13.8 | C = 6.4% | D = /
CN1CCC(Nc2ncc3ncnc(Nc4ccc(F)c(Cl)c4)c3n2)CC1
  A = -2.9%[0.00818 µM] | B = / | C = 47.2%[activator][0.0915 µM] | D = /
COc1ccc([C@@H]2CNC(=O)C2)cc1OC1CCCC1
  A = 2.1% | B = / | C = 2.6% | D = 4.6
COc1ccc(S(=O)(=O)Nc2nnc(CC(C)C)s2)cc1
  A = -1.2% | B = 19.2 | C = -6.3% | D = -3.2
COc1cc(NC(=O)c2cc(C3CC3)on2)c(OC)cc1Cl
  A = -4.6% | B = 2.4 | C = 9.5% | D = 13.7
O=C(O)[C@@H]1[C@@H]2C[C@H]3c4[nH]c5ccccc5c4CCN3C[C@@H]2CC[C@@H]1O
  A = -1.0%[25.6 µM] | B = / | C = 11.7%[25.6 µM] | D = 6.0[20.6 µM]
C[C@H]1C[C@@H]2[C@H]3CCC4=CC(=O)C=C[C@@]4(C)[C@@]3(Cl)[C@@H](O)C[C@]2(C)[C@]1(OC(=O)c1ccco1)C(=O)CCl
  A = -0.4%[25.6 µM] | B = / | C = ? | D = 17.8[20.6 µM]
CCCN(CCC)C(=O)C(CCC(=O)O)NC(=O)c1ccccc1 (stereo unspecified)
  A = -2.3%&-1.5% | B = 40.5 | C = -5.9% | D = /
CN(C)CCOC(=O)C(c1ccccc1)C1(O)CCCC1 (stereo unspecified)
  A = 1.5%&9.2% | B = ? | C = 16.5% | D = /
Nc1cc(=O)[nH]c(N)n1
  A = -2.7% | B = / | C = 18.1% | D = 2.2
C[C@]12CC[C@@H]3C(=CCc4cc(O)ccc43)[C@@H]1CCC2=O
  A = -10.8%[25.6 µM] | B = / | C = -17.2%[25.6 µM] | D = 5.9[20.6 µM]

Not all compounds are listed; the hit share may differ from the screen's.
